HepG2 viability: HepG2 cytotoxicity, counter-screen for TGF-b inhibitors; HepG2 CAGA-GFP viability, ATP luminescence, 18 h; Potency, µM (titrated, usually from 46.1 µM), for inactives: at the highest dose activity change, negative = cytotoxicity, actives largely listed as cytotoxic; actives 0.76% (n = 410,000); AID 588856; further: some results filed as inactive show a strong effect at the top dose
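HepG2 CAGA-GFP cells (1000/well, DMEM with 1% FBS) received compound, then TGF-beta at 500 pg/mL final, and were incubated 18 hours at 37 degrees C. Viability was read by CellTiter-Glo luminescence. Media-only wells were set as complete cell-killing and DMSO as no toxicity.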
TGFb SMAD3 inh: TGF-b pathway inhibition. actives 1.2% (n = 410,000). HepG2 CAGA-GFP TGF-b/SMAD3 reporter, GFP fluorescence, 18 h; TGF-beta stimulated, 500 pg/mL final. Potency, µM (doses to about 46.1 µM), for the others: at the top dose activity, negative = inhibition, hits mostly inhibitors; further: on the % scale 0 is the no-effect control and ±100 the full control effect; nearly all actives have a fitted effect of over 65% in size
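Using HEPG2 CAGA-GFP reporter cells at 1000 cells/well, we pinned test compounds, stimulated with recombinant TGF-beta (500 pg/mL final) and measured total well GFP after 18 h.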
Nrf2 ARE act: activators of Nrf2 (ARE) signaling | actives 0.31% (n = 410,000) | Potency, µM (highest dose often 46.1 µM), for inactives: at the top dose activation, most hits filed as activators | AID 624171 | AREc32 ARE-luciferase reporter (MCF7-derived line), luminescence, 24 h; further: % of control where 0% means no effect; nearly all actives have a fitted effect of over 65% in size
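Quantitative high-throughput format: AREc32 reporter cells, 1000 per well, received compound by pin transfer and were incubated 24 hr at 37 deg C, 5% CO2, before Steady-Glo luminescence detection.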
ATXN2 expr inh: inhibitors of ATXN2 expression; Potency, µM (titrated, usually from 57 µM), for inactives: at the top dose activity change, negative = inhibition, most hits filed as inhibitors; AID 1745845; actives 0.72% (n = 360,000); HEK-293 ATXN2-luciferase reporter, luminescence, 24 h; further: on the % scale 0 is the no-effect control and ±100 the full control effect; nearly all actives have a fitted effect of over 55% in size
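ATXN2-luciferase reporter cells (luciferase flanked by upstream and downstream ATXN2 gene portions) were treated 24 h at 37 °C with compounds at up to 57 uM. SteadyGlo luminescence gave expression; GF-AFC fluorescence gave viability.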
MCF10A rerep: DNA re-replication induction in MCF 10a cells. MCF 10A DNA re-replication, Hoechst nuclear intensity, 48 h. Potency, µM (titrated, usually from 46.1 µM), inactives show at the top dose activity, positive = re-replication, hits mostly activators. actives 2.9% (n = 350,000); further: % of control where 0% means no effect; nearly all actives have a fitted effect of over 50% in size
S2 tox: reduces viability in counter-screen for ATXN expression inhibitors | actives 0.49% (n = 400,000) | S2 cells (HEK-293 line with an ATXN2-luciferase reporter) viability, CellTiter-Fluor protease fluorescence, 24 h | Potency, µM (highest dose often 56.7 µM), hits mostly cytotoxic; further: nearly all actives have a fitted effect of over 40% in size
Nrf2 inh: inhibitors of Nrf2 signaling. Potency, µM (doses to about 46 µM), inactives show at the top dose activity change, negative = inhibition, usual class: inhibitors. A549 ARE-Fluc reporter, luciferase luminescence, 18-24 h. actives 2.1% (n = 360,000); further: on the % scale 0 is the no-effect control and ±100 the full control effect; nearly all actives have a fitted effect of over 60% in size
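A549 ARE_Fluc cells (5000/well, 5% FBS OPTI-MEM) pre-incubated 2 h, then treated with compounds 18-24 h at 37C/5% CO2 in concentration-response. CellTiter-Fluor viability read first; BugLite luciferase luminescence after 15 min at room temperature gives Nrf2 activity.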
EPAC2 antagonist: antagonists of human EPAC2; Q8WZA2; EPAC2 GEF exchange of Rap1B-BODIPY-GDP, fluorescence; Potency, µM (top dose mostly 114 µM), inactives show at the top dose activity, negative = inhibition, usual class: inhibitors; actives 0.18% (n = 360,000); AID 720708; further: on the % scale 0 is the no-effect control and ±100 the full control effect; nearly all actives have a fitted effect of over 45% in size; many of its hits are not listed in these tables
Target sequence (Q8WZA2 whole entry, looked up): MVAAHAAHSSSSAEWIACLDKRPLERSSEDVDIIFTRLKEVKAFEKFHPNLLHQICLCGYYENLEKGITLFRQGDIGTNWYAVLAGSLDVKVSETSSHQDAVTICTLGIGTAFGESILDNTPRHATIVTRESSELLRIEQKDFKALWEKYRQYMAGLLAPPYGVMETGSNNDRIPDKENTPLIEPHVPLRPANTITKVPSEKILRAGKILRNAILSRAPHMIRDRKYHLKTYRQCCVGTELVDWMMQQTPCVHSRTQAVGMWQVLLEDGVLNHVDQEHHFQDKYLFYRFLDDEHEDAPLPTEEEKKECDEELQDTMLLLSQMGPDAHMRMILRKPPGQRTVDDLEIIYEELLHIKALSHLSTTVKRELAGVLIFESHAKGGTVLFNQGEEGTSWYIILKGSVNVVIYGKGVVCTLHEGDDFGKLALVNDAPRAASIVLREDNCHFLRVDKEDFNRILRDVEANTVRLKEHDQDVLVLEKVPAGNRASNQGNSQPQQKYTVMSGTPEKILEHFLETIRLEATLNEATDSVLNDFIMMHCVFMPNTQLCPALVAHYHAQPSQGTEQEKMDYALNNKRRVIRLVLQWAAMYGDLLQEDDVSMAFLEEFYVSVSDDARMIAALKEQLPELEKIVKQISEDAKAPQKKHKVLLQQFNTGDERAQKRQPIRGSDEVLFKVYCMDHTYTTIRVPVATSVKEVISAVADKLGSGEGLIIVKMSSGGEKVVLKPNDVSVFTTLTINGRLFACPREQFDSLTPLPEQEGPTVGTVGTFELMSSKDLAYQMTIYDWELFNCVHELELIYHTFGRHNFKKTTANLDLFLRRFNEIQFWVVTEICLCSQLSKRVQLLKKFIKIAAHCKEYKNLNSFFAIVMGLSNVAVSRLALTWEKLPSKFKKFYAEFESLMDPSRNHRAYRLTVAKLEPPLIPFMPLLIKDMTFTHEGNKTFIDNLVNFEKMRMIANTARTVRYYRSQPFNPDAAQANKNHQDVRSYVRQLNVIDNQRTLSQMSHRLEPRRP
A549 viability: counter-screen for Nrf2 inhibitors: cytotoxicity in A549 cells | A549 ARE-Fluc cells, CellTiter-Fluor viability, 18-24 h | Potency, µM (titrated, usually from 46 µM), inactives show at the highest dose activity change, negative = cytotoxicity, most hits filed as inhibitors | actives 0.16% (n = 390,000); further: on the % scale 0 is the no-effect control and ±100 the full control effect
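Cytotoxicity counterscreen: CellTiter-Fluor fluorescence was measured in A549 ARE_Fluc cells after 18-24 h of compound exposure in a concentration series. The subsequent BugLite luminescent read reports ARE-luciferase activity.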
* hit, by the source's call; i = inactive; u = inconclusive; x = no result given; [ ] = dose if it differs, or a comment. The call rests on the fitted dose curve; in most records, active means well fitted curve in the direction sought with a large enough effect; inconclusive means small, poorly fitted or top-dose-only effect, or another doubt; inactive means no such curve, though single readings can be large; an effect the other way counts as inactive or inconclusive. Potency means the concentration at half of the fitted maximal effect. Not all compounds are listed. The share of hits here may be higher or lower than overall.

SMILES | HepG2 viability | TGFb SMAD3 inh | Nrf2 ARE act | ATXN2 expr inh | MCF10A rerep | S2 tox | Nrf2 inh | EPAC2 antagonist | A549 viability
COc1ccc(Cl)cc1C(=O)NNC(=O)COC(=O)CC(NC(C)=O)c1ccccc1 (configuration not stated) | 0% | 3% | 0.5% | -8% | 6% | i | 3% | -4% | 1%
CCCCn1c(N)c(-c2nc3ccccc3o2)c2c([N+](=O)[O-])nn(CC)c(=O)c21 | -2% | -13% | -0.3% | 3% | 0% | i | 2% | 8% | 1%
COc1ccc(S(=O)(=O)Nc2cc(C(C)C)c(O)cc2C)cc1 | -35% | -22% | 4.0% | -8% | 5% | i | -1% | -6% | -1%
CC(=O)c1c(C)oc2c1cc(NS(=O)(=O)c1ccc(Br)cc1)c1ccccc12 | -26% | -18% | -0.9% | -7% | x | u | x | x | -13%
COC(=O)CCCn1cc(CN2CC(N3CCN(Cc4ccccc4F)CC3)CS2(=O)=O)nn1 (configuration not stated) | x | x | 0.4% | 11% | x | i | x | 13% | x
Cc1ccnc(NC(=O)CS(=O)(=O)c2ccccc2)c1 | 11% | 11% | 2.1% | 43%[activator] | 2% | i | u | 1% | -8%
O=C(COC(=O)CNC(=O)C1CCCCC1)Nc1ccccc1 | 10% | 0% | -0.3% | -1% | 4% | i | 2% | 5% | 5%
CCN(CC(=O)Nc1ccc(NC(C)=O)cc1)C(=O)CSCC(=O)Nc1ccc(C)cc1 | 0% | 5% | 0.5% | -9% | 1% | i | -11% | 10% | 3%
COc1ccc(C(CNC(=O)c2ccc(S(=O)(=O)Nc3ccccc3F)cc2)N(C)C)cc1 (configuration not stated) | -1% | -18% | -0.2% | 7% | -53%[inhibitor] | i | 1% | 2% | 4%
O=C(NC(=O)c1ccccc1)Nc1ccccc1 | -2% | 5% | -0.8% | -6% | -6% | i | u | 12% | -1%
Cn1c(=O)oc2cc(S(=O)(=O)Nc3ccc(F)cc3)ccc21 | 4µM* | 8% | 0.0% | -4% | 1% | i | 8% | -6% | 0%
Nc1ccc(S(=O)(=O)NCC(=O)OCCOc2ccccc2)cc1[N+](=O)[O-] | -68% | u | -0.7% | -5% | 15µM* | i | 20% | -1% | 0%
CC(C(=O)OCC(=O)Nc1ncc(Cl)cc1Cl)N1C(=O)c2ccccc2C1=O (configuration not stated) | 6% | -1% | 3.1% | -7% | -2% | i | 5% | 5% | -1%
O=C(CSc1nc(Nc2ccc(F)cc2)c2ccccc2n1)c1ccc(F)cc1 | -24% | -4% | 9.9% | x | x | x | x | x | 4%
Cc1[nH]c2ccccc2c1/C=N/NC(=O)c1cccc([N+](=O)[O-])c1 | -30% | 4% | 9.7% | -10% | 1% | i | -4% | 6% | 1%
CC1CCN(S(=O)(=O)c2ccc(C(=O)N(C)C3CCS(=O)(=O)C3)cc2)CC1 (configuration not stated) | 6% | 11% | -0.5% | -16% | 2% | i | 0% | 8% | -1%
Cc1ccc(NC(=O)c2ccc(C)c(NC3=NC4CS(=O)(=O)CC4S3)c2)cc1C (configuration not stated) | 2% | 0% | 0.4% | -31% | -12% | i | 11% | 17% | -5%
Cc1cc(C)c(S(=O)(=O)NCC(CCC(=O)O)C(F)(F)F)c(C)c1 (configuration not stated) | 6% | 0% | -0.9% | -15% | 1% | i | -4% | -2% | -7%
C=CCOc1ccc(/C(O)=C2/C(=O)C(=O)N(CCCn3ccnc3)C2c2cccs2)cc1 (configuration not stated) | -11% | -14% | 3.3% | 17% | -1% | i | 23% | -2% | -14%
COc1ccc(C(=O)NC(C)c2nccs2)cc1OC1CCN(C(C)C)CC1 (configuration not stated) | -3% | 5% | -1.3% | 2% | 1% | i | 6% | 3% | 1%
CN(CCC#N)C(=O)COC(=O)[C@H](Cc1ccccc1)N1C(=O)c2ccccc2C1=O | 7% | -1% | 0.2% | 0% | -2% | i | u | -4% | 0%
COc1ccc(CNC(=O)O[C@H]2Cn3c(=O)ccc(=O)n3[C@@H]3CN(S(=O)(=O)c4ccc(C)cc4)C[C@]23O)cc1OC | 34% | 31%[activator] | 1.9% | 8% | x | i | x | -5% | x
O=C(Cn1c(=O)oc2ccccc21)NCc1ccc(Cl)cc1 | -15% | -11% | 1.4% | x | x | x | x | x | 15%
Cc1cn2c(=O)cc(COC(=O)c3ccc(NC(=O)COc4ccc(C)c(C)c4)cc3)nc2s1 | 4% | 25% | 0.2% | x | x | x | x | x | 0%
Cc1cc2c(n1-c1ccc(C(=O)NCc3ccc(OC(C)C)cc3)cc1)CCCC2 | -26% | u | u | x | x | x | u | x | 2%

Whole records, looked up by structure. Values in the order: HepG2 viability, TGFb SMAD3 inh, Nrf2 ARE act, ATXN2 expr inh, MCF10A rerep, S2 tox, Nrf2 inh, EPAC2 antagonist, A549 viability
COc1ccc(C(CNC(=O)c2ccc(S(=O)(=O)Nc3ccccc3F)cc2)N(C)C)cc1 (configuration not stated) is listed with -1%, -18%, -0.2%, 7%, -53%[inhibitor], i, 1%, 2%, 4%
Cn1c(=O)oc2cc(S(=O)(=O)Nc3ccc(F)cc3)ccc21 is listed with 4µM*, 8%, 0.0%, -4%, 1%, i, 8%, -6%, 0%
Cc1cn2c(=O)cc(COC(=O)c3ccc(NC(=O)COc4ccc(C)c(C)c4)cc3)nc2s1 is listed with 4%, 25%, 0.2%, x, x, x, x, x, 0%
O=C(COC(=O)CNC(=O)C1CCCCC1)Nc1ccccc1 is listed with 10%, 0%, -0.3%, -1%, 4%, i, 2%, 5%, 5%

(further entries)
SMILES | HepG2 viability | TGFb SMAD3 inh | Nrf2 ARE act | ATXN2 expr inh | MCF10A rerep | S2 tox | Nrf2 inh | EPAC2 antagonist | A549 viability
COc1cc2c(cc1OC)C1(Nc3c-2c(-c2ccccc2)nn3-c2ccccc2)C(=O)Nc2ccccc21 (configuration not stated) | -13% | 16µM* | 4.3% | -17% | u | i | u | -6% | u
COc1cccc(/C=C/C(=O)OCC(=O)NC2CCCC2)c1 | 3% | -6% | 6.0% | x | x | i | x | 1% | x
COc1ccc(N2CCN(CC(=O)NCc3ccccc3)CC2)cc1 | 2% | -5% | 0.4% | -9% | u | i | 5% | 0% | 1%
CC(=O)c1ccc(C(=O)N2CCC(n3nccc3NC(=O)C3CC3)CC2)cc1 | 4% | -18% | -0.3% | 1% | -2% | u | 16% | 4% | -7%
CCN(CC(=O)Nc1ccc(OC)cc1)C(=O)c1ccc(N2C(=O)CCC2=O)cc1 | 12% | -7% | -0.9% | -8% | -2% | i | 8% | -3% | 1%
CCn1c(SCC(=O)N/N=C/C=C/c2ccco2)nc2ccccc21 | -26% | u | u | 7% | 21µM* | i | 10% | 0% | 0%
Cc1cccc(C2=NN(c3ccccc3)[C@@H](C(=O)N3CCOC3=O)[C@@H]2C)c1 | -23% | u | 8.3% | 1% | 16% | i | 7% | 1% | -8%
COc1ccc(F)c(CN2CCC(N3CCC(C(=O)N4CCOCC4)CC3)CC2)c1 | -11% | -9% | 0.6% | -4% | 1% | i | 6% | 8% | -2%
CC(C)(C)OC(=O)C[C@@H]1C/C=C\C[C@H](CC(=O)N(CCO)Cc2ccccc2)C(=O)N[C@@H](c2ccccc2)COC1=O | -4% | -4% | -0.3% | 0% | -1% | i | 2% | -10% | 1%
COc1ccc(-c2ccc(C3C4C=CCC(C)C4C(=O)N3Cc3ccccc3)c(F)c2)cc1C (configuration not stated) | 6% | 4% | x | x | x | x | -22% | x | 11%
CCOC(=O)C1CCCN(c2nnnn2-c2ccccc2)C1 (configuration not stated) | 0% | 17% | 0.1% | -6% | 23% | u | 0% | 3% | -8%
O=C(NNS(=O)(=O)c1ccc(F)cc1)C1CCCCC1 | -12% | -13% | -0.3% | -3% | 2% | i | u | 0% | -1%
CCN(CC)S(=O)(=O)c1cccc(NC(=O)/C=C/c2cccc([N+](=O)[O-])c2)c1 | -11% | u | 3.3% | u | u | u | -86% | -21% | -13%
Cc1ccnc(NS(=O)(=O)c2ccc(NC(=O)c3ccccc3F)cc2)n1 | -2% | 6% | 0.2% | 1% | -1% | i | 4% | 13% | -2%
CC(C)CNC(=O)C1(C)CCCN1C(=O)c1c(Cl)cccc1Cl (configuration not stated) | -6% | -2% | -0.4% | -6% | x | i | x | -6% | x
Cc1ccc(-c2c(C(=O)N/N=C/c3ccsc3)nnn2-c2nonc2N)cc1 | -1% | 2% | -0.5% | -3% | 1% | i | 2% | -10% | 0%
CC(C)(C)C(=O)N1N=C(c2cccc(NS(C)(=O)=O)c2)CC1c1cccs1 (configuration not stated) | 2% | 2% | 1.6% | 4% | -1% | i | -15% | -12% | -5%
COc1ccc(NC(=O)N(C)C[C@H]2OCCCC[C@H](C)Oc3ccc(NC(=O)Nc4ccc5c(c4)OCO5)cc3C(=O)N([C@@H](C)CO)C[C@@H]2C)cc1 | 0% | -4% | 1.8% | 8% | x | i | x | -19% | x
COc1cc(NC(=O)C2CC(c3ccccc3Cl)=NO2)cc(OC)c1OC (configuration not stated) | 3% | -16% | 3.2% | -16% | 2% | i | u | 1% | -6%
COc1ccccc1/C=C1/SC(=S)N(CCC(=O)Nc2cccnc2)C1=O | 5% | 9% | -0.6% | -14% | -10% | i | u | 20% | -1%
Cc1c(C(=O)Nc2cccc(F)c2)sc2nc(-c3cc4ccccc4oc3=O)[nH]c(=O)c12 | -16% | 133%[activator] | 4.2% | x | x | x | 5% | x | -14%
CS(=O)(=O)N1CCC(C(=O)NCc2ccccc2)CC1 | -12% | -1% | -0.3% | -21% | 23% | i | u | 0% | 8%
O=C(CCS(=O)(=O)c1cccc2nsnc12)N1CCN(Cc2ccc3c(c2)OCO3)CC1 | -11% | -9% | 0.3% | -10% | 3% | i | 3% | 9% | -7%
COc1cccc(N2CCN(Cc3nc(N)nc(N4CCCc5ccccc54)n3)CC2)c1 | -13% | 26% | 0.6% | -23% | u | i | x | -2% | -7%
CC(C)c1cc(CNC(=O)c2ccc(OC3CCN(Cc4ccccn4)CC3)cc2)on1 | -17% | -3% | 4.4% | -15% | 0% | i | -22% | 5% | 7%
Cc1ccccc1NC(=S)NCC1CCC(CNC(=S)Nc2ccccc2C)CC1 (configuration not stated) | -1% | -3% | 0.0% | -13% | 14% | i | 17% | -4% | 1%
CC1CCN(C(=O)CN2C(=O)C(=O)N(C(C)C)C2=O)c2ccccc2S1 (configuration not stated) | 3% | 7% | -1.4% | 5% | 10% | i | 6% | 3% | 2%

Screening data deposited in PubChem BioAssay by National Center for Advancing Translational Sciences (NCATS).
